# EBNA-1 inh: blocks EBNA-1 binding to DNA; EBNA-1 DNA binding, fluorescence polarization; inhibition, % at 14.8 µM; 300,000 tested, 0.34% active; AID 1950; in the data active means inhibition above about 28%
# PP5 inh: blocks human protein phosphatase 5 activity; purified PP5c, OMFP substrate fluorescence; inhibition, % at 6.7 µM; 320,000 tested, 0.18% active;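 active means inhibition above the campaign's mean inhibition across all tested compounds plus 3 SD, cut at about 9.5% in these data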;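 further: 0% = DMSO only and 100% = 100 µM cantharidin control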
# Target sequence (P53041 whole entry, looked up): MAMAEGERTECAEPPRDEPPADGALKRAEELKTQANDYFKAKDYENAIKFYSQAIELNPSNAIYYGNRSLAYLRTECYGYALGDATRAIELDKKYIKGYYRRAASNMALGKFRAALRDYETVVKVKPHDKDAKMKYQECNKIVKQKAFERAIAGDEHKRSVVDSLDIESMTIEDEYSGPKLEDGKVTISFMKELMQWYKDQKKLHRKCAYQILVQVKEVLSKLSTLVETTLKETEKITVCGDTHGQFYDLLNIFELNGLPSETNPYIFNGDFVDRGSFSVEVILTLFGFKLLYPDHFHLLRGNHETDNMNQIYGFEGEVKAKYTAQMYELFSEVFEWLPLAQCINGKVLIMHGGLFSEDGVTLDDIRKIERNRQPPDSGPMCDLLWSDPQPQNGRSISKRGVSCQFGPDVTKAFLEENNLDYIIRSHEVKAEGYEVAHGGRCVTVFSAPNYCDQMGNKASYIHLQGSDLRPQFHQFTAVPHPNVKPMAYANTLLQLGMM
# Yeast superoxide: caloric restriction mimetics inhibiting age-related superoxide in yeast | superoxide response (% of plate mean), % at 10 µM | S. cerevisiae aged cells, superoxide DHE fluorescence; active compounds read low | 330,000 tested, 0.18% active;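 active means superoxide response under a set limit, about three screen SD below normal, cut at about 65% in these data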;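 further: yeast aged for seven days with compound at 30 °C before DHE staining; 100% = average MFI of all compound-treated wells on the plate with controls excluded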
# GASC-1 inh: inhibitors of human GASC-1 (JMJD2C) demethylase | AID 2099 | GST-JMJD2C(1-420) H3K9me3 demethylation, DELFIA europium | 330,000 tested, 0.069% active | inhibition, % at 2.35 µM;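 active means more than half of a compound's replicate wells show inhibition beyond 50%, single wells judged on their own value; inconclusive means some, but no more than half, of replicates pass 50% inhibition; inactive means no replicate passes 50% inhibition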;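 further: signal counts dimethyl H3K9 product captured on neutravidin plate; 0% = median of DMSO wells and 100% = 0.3 times that DMSO median; strong numbers were not always called active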
# core dimer inh: blocks dimerization of HCV core protein. TR-FRET GST/Flag-core106 dimerization, 1536-well. inhibition, % at 5 µM. 300,000 tested, 0.33% active. AID 1899;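 active means inhibition above the mean of all tested compounds plus 3 SD, set per screening campaign, cut at about 45% in these data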
#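 Material: GST/Flag-tagged HCV core106 proteins. Incubation: 4 h, 22.5 °C incubation. Read-out basis: inhibition (%) from 671 over 617 nm ratio. Measured by: TR-FRET, excitation 340 nm, emission 617 and 671 nm.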
# TPT1 inh: C. albicans TPT1 enzyme inhibition; 300,000 tested, 0.81% active; inhibition, % at 5 µM; recombinant caTPT1, FP RNA substrate dephosphorylation;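 active means inhibition above the mean of all tested compounds plus 3 SD, set per screening campaign, cut at about 24% in these data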;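 further: plate controls were DMSO alone for no effect and ferristatin control at 100 nM for full effect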
# ZTA counter: ZTA (EBV) inhibition in EBNA-1 counter-screen. P03206. ZTA-DNA binding, fluorescence polarization. inhibition, % at 11 µM. 320,000 tested, 0.15% active. AID 2234; in the data active means inhibition above about 33%
# Target sequence (P03206 whole entry, looked up): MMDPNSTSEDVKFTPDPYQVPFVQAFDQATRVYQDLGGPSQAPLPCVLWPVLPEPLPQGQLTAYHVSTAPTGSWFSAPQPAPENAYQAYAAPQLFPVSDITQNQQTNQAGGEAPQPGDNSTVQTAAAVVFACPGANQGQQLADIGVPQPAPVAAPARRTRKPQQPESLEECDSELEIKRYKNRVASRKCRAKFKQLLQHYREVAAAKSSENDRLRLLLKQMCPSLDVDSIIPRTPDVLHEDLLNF
# CTSL1 counter: counter-screen for PFM18AAP inhibitors: inhibitors of F. hepatica cathepsin L1 | recombinant F. hepatica cathepsin L1, Z-Leu-Arg-MCA fluorescence | inhibition, % at 5.96 µM | 300,000 tested, 0.49% active | AID 1906;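 active means inhibition above the mean of all tested compounds plus 3 SD, set per screening campaign, cut at about 17% in these data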;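 further: 0% = plate median of test compound wells and 100% = 1 µM Z-Phe-Ala-diazomethylketone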
# PP1 inh: counter-screen for PP5 inhibitors: inhibitors of human PP1-alpha; P62136; purified PP1alpha, OMFP fluorescence; inhibition, % at 6.7 µM; 320,000 tested, 0.9% active; AID 2235;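 active means inhibition above the mean inhibition of all tested compounds plus 3 SD, computed separately for each screening campaign, cut at about 15% in these data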
# * marks the source's active call; other numbers are inactive results; u = inconclusive; x = no result given; & = joins results of further samples.
# Results follow in this order: EBNA-1 inh | TPT1 inh | GASC-1 inh | core dimer inh | PP1 inh | Yeast superoxide | CTSL1 counter | PP5 inh | ZTA counter
> Brc1cc(-c2ccccc2)nc(-c2ccccc2)n1
→ 7 | -2 | 3 | -4 | -5 | 98 | -3 | -1.8 | 6
> COc1cccc(/C=C/C(=O)OCC(=O)c2ccc3c(c2)NC(=O)CO3)c1
→ x | x | 1 | x | 33* | 103 | x | 1.4 | 11
> CCC(=O)Nc1cccc(C(=O)/C=C/c2cccs2)c1
→ -3 | -1 | 2 | -5 | 0 | 89 | -1 | 3.0 | -5
> CN(C(=O)c1ccc2c(=O)n3c(nc2c1)CCCCC3)c1cccc(Cl)c1
→ 12 | 0 | 22 | 2 | 0 | 94 | 1 | -1.2 | 7
> CCNc1nc(N)c(C(=O)C23CC4CC(CC(C4)C2)C3)s1
→ 7 | -3 | -14 | -3 | 1 | 85 | 1 | 2.1 | 16
> CCC(=O)Nc1ccccc1C(=O)OCC(=O)c1ccccc1
→ -5 | 0 | -5 | 0 | -6 | 111 | -3 | 5.6 | -2
> CCOC(=O)C1CCN(Cc2cn[nH]c2-c2ccccc2)CC1
→ 3 | -5 | 4 | -1 | -3 | 95 | -1 | 1.8 | -15
> CC(C)NC(=O)c1cc(C(=O)c2cc(Cl)ccc2O)coc1=N
→ 7 | 8 | 3 | 11 | -5 | 88 | 1 | -0.8 | -15
> O=C(Cn1nc(C(=O)O)c2ccccc2c1=O)Nc1ccc2c(c1)C(=O)c1ccccc1C2=O
→ 0 | -4 | 0 | 19 | -4 | 132 | -1 | -1.5 | 1
> COc1ccc2c(c1)C(c1ccc([N+](=O)[O-])cc1)=NNC(c1ccco1)=N2
→ 0 | 0 | 3 | 10 | 0 | 92 | -3 | 2.7 | -5
> O=C(/C=C/c1ccccc1)NC(NC(=S)Nc1ccc(C(=O)O)cc1)C(Cl)(Cl)Cl (configuration not stated)
→ 13 | -1 | 1 | 19 | 5 | 103 | -1 | 2.3 | 3
> COc1ccccc1C(=O)n1nc(-c2ccco2)nc1N
→ -4 | -1 | 1 | 1 | 6 | 112 | 3 | 0.8 | -11
> Nc1cccc2c1C(=O)N(Cc1nnc(-c3ccccc3Br)o1)C2=O
→ -4 | -11 | 7 | -2 | 1 | 98 | 1 | 2.2 | -26
> CCOC(=O)c1c(C)[nH]c(C)c1S(=O)(=O)Nc1ccc(CN2CCCCC2)cc1
→ 8 | 0 | -14 | 6 | -1 | 100 | -23 | -1.0 | 2
> CCc1cc2c(=O)c(-c3nc4ccccc4n3C)c(C)oc2c(CN2CCN(C)CC2)c1O
→ 5 | -2 | -6 | 6 | 1 | 105 | 1 | 0.9 | 1
> Cc1c(C(=O)N2CCOCC2)c(S(=O)(=O)Nc2ccc(Br)cc2F)c(C)n1C
→ 6 | -3 | -6 | -10 | -2 | 95 | 6 | 0.7 | -6
> CC(=O)Nc1ccc(NC(=O)C2CCN(C(=O)NC3CCCCC3)CC2)cc1
→ 2 | -3 | -3 | 5 | -2 | 97 | -3 | 0.3 | 9
> O=C(O)C1C(c2ccccc2)C(C(=O)Oc2ccc(O)cc2)C1c1ccccc1 (configuration not stated)
→ 10 | 1 | 13 | 4 | -7 | 109 | -6 | -5.3 | 24
> O=C(CN1CCN(c2ccccn2)CC1)Nc1cccc(S(=O)(=O)N2CCCC2)c1
→ -6 | 1 | -5 | 9 | -2 | 97 | -2 | 0.3 | 6
> CCOC(=O)c1c(C)n(-c2ccc(F)cc2)c2ccc(O)cc12
→ 2 | 2 | -2 | 6 | 0 | 113 | 4 | -1.5 | 0
> Cc1ncn(C23CC4CC(CC(O)(C4)C2)C3)n1
→ -1 | -2 | x | -3 | -2 | 134 | 24* | 1.6 | -4
> O=c1c2ccc([N+](=O)[O-])c3cccc(c32)c2nc3ccccc3n12
→ -8 | 0 | 26 | -3 | -8 | 98 | 0 | 1.6 | -4
> Cc1noc(C)c1Cc1ccc(O)cc1
→ -6 | 1 | -6 | -1 | 0 | 101 | 1 | 5.7 | -13
> Cc1ccc(C(=O)Oc2ccc(Cl)c3cccnc23)cc1[N+](=O)[O-]
→ 0 | -1 | 9 | 0 | -1 | 102 | -2 | 3.7 | 6
> Fc1ccc(COc2ccc(C(=S)N3CCCC3)cc2)cc1
→ -4 | 5 | -12 | 10 | 2 | 104 | 0 | 0.8 | -24
> CCOc1ccc2nc(SCC(=O)c3cccs3)sc2c1
→ 5 | -6 | 5 | 5 | -2 | 98 | 0 | 0.9 | 7
> CCN1CCN(c2ccc(S(=O)(=O)N3CCCCC3)cc2NC(=O)Cc2ccc(Cl)c(Cl)c2)CC1
→ -12 | 1 | 5 | 4 | 0 | 107 | 1 | 0.9 | 11
> COc1cccc(Nc2nc(-c3cccc(N4C(=O)c5ccccc5C4=O)c3)cs2)c1
→ 7 | 1 | 5 | 31 | 3 | 103 | -10 | 4.6 | 0
> O=C(Nc1nc2c(Br)cc(Br)cc2c(=O)s1)c1ccco1
→ 0 | -2 | 3 | 0 | -2 | 102 | 1 | -0.1 | 19
> CC(C)N(Cc1nc(-c2ccccc2)no1)C(=O)c1ccc(Cl)cc1
→ 2 | 0 | -10 | -1 | 4 | 112 | 0 | 1.6 | -9

# Reprinted from the listing for reference:
# Results follow in this order: EBNA-1 inh | TPT1 inh | GASC-1 inh | core dimer inh | PP1 inh | Yeast superoxide | CTSL1 counter | PP5 inh | ZTA counter
> COc1cccc(/C=C/C(=O)OCC(=O)c2ccc3c(c2)NC(=O)CO3)c1
→ x | x | 1 | x | 33* | 103 | x | 1.4 | 11
> CCC(=O)Nc1cccc(C(=O)/C=C/c2cccs2)c1
→ -3 | -1 | 2 | -5 | 0 | 89 | -1 | 3.0 | -5
> CN(C(=O)c1ccc2c(=O)n3c(nc2c1)CCCCC3)c1cccc(Cl)c1
→ 12 | 0 | 22 | 2 | 0 | 94 | 1 | -1.2 | 7

# By substructure: the compounds so far with four or more nitrogen atoms.
# Results follow in this order: EBNA-1 inh | TPT1 inh | GASC-1 inh | core dimer inh | PP1 inh | Yeast superoxide | CTSL1 counter | PP5 inh | ZTA counter
> COc1ccc2c(c1)C(c1ccc([N+](=O)[O-])cc1)=NNC(c1ccco1)=N2
→ 0 | 0 | 3 | 10 | 0 | 92 | -3 | 2.7 | -5
> COc1ccccc1C(=O)n1nc(-c2ccco2)nc1N
→ -4 | -1 | 1 | 1 | 6 | 112 | 3 | 0.8 | -11
> Nc1cccc2c1C(=O)N(Cc1nnc(-c3ccccc3Br)o1)C2=O
→ -4 | -11 | 7 | -2 | 1 | 98 | 1 | 2.2 | -26
> CCc1cc2c(=O)c(-c3nc4ccccc4n3C)c(C)oc2c(CN2CCN(C)CC2)c1O
→ 5 | -2 | -6 | 6 | 1 | 105 | 1 | 0.9 | 1
> CC(=O)Nc1ccc(NC(=O)C2CCN(C(=O)NC3CCCCC3)CC2)cc1
→ 2 | -3 | -3 | 5 | -2 | 97 | -3 | 0.3 | 9
> O=C(CN1CCN(c2ccccn2)CC1)Nc1cccc(S(=O)(=O)N2CCCC2)c1
→ -6 | 1 | -5 | 9 | -2 | 97 | -2 | 0.3 | 6
> CCN1CCN(c2ccc(S(=O)(=O)N3CCCCC3)cc2NC(=O)Cc2ccc(Cl)c(Cl)c2)CC1
→ -12 | 1 | 5 | 4 | 0 | 107 | 1 | 0.9 | 11

# Remaining list, next part
# Results follow in this order: EBNA-1 inh | TPT1 inh | GASC-1 inh | core dimer inh | PP1 inh | Yeast superoxide | CTSL1 counter | PP5 inh | ZTA counter
> CCc1cc(=O)oc2cc(OCC(=O)NCc3ccccn3)ccc12
→ -2 | -1 | u | -4 | 7 | 98 | 1 | 0.3 | 16
> COc1ccc(CC(=O)NNC(=O)c2ccoc2C)cc1OC
→ -4 | 0 | 11 | -1 | -3 | 94 | 0 | 1.5 | -4
> CC1=NC(C)(C)Cc2c(C)cccc21
→ -1 | -7 | 10 | -2 | -7 | 103 | -2 | 1.3 | 1
> Cc1ccccc1Nc1nnc(SCC(=O)NC(=O)Nc2ccc3c(c2)OCCO3)s1
→ 12 | 3 | 5 | 17 | -5 | 103 | -2 | 0.4 | 0
> C/C(=N/NC(=O)c1ccc(Cl)s1)c1cccnc1
→ -4 | -2 | 8 | -15 | 5 | 102 | -1 | 1.7 | -3
> COc1ccc(CNC(=O)c2cc3c(=O)[nH]c4ccccc4c3n2C)cc1
→ 7 | 0 | -8 | 4 | 1 | 92 | 3 | 1.8 | -12
> O=C(CCCCCN1C(=O)CCC1=O)Nc1ccc2c(c1)OCCO2
→ -12 | 4 | -7 | -2 | -16 | 104 | -3 | -3.5 | 34*
> CCOC(=O)N1CCC(NC(=O)C2CCCN(Cc3nc(-c4ccc(CC)cc4)oc3C)C2)CC1 (configuration not stated)
→ -17 | -1 | -38 | -2 | 0 | 84 | 5 | 0.3 | -4
> CSc1nnc2c3cc(F)ccc3n(C)c2n1
→ -7 | -4 | 1 | -2 | -2 | 70 | 4 | -1.9 | 3
> CCOC(=O)c1sc2nc(C)c3c(c2c1N)CC(C)(C)OC3
→ -3 | -4 | 2 | -3 | -2 | 93 | 2 | 1.8 | 3
> CC(=O)Nc1cccc(-c2nnc(SCC(=O)N3CCCCC3)n2C)c1
→ -3 | -1 | -2 | -6 | -4 | 107 | -2 | 1.1 | -13
> CNC(=S)Nc1ccc(OC)c(OC)c1
→ -7 | 0 | 0 | -6 | -3 | 83 | 1 | -0.8 | 8
> Cc1cc(C(=O)N/N=C/c2cc(Cl)cc([N+](=O)[O-])c2O)n[nH]1
→ -4 | 3 | 2 | -5 | 11 | 125 | 2 | 0.6 | -2
> COc1ccc(OC)c(CNC(=O)C2CCCN(c3ncnc4c3nc3n4CCCCC3)C2)c1 (configuration not stated)
→ -1 | -1 | -10 | 0 | 0 | 105 | -4 | 0.2 | -1
> COc1ccc(N(CC(=O)NC2CCCC2)C(=O)CCC(=O)Nc2cc(C)on2)c(OC)c1
→ 10 | -4 | -15&3 | 2 | 0 | 83 | -1 | -0.1 | 8
> CCCc1cc(=O)oc2cc(C)cc(OCC(=O)N3CCC(C(=O)O)CC3)c12
→ -6 | -1 | u | -5 | -3 | 109 | -1 | 3.0 | 4
> CCn1c(COc2ccc(Cl)cc2)nnc1SCc1nc2ccccc2[nH]1
→ -11 | -1 | -24 | 5 | -5 | 97 | -3 | 1.9 | -11
> CC(C)(C)C(=O)Nc1ccc(Cc2ccncc2)cc1
→ 0 | 2 | -5 | 6 | 3 | 108 | 0 | 0.6 | 7
> CCOc1ccc(NC(=O)CN2C(=O)CSc3ccc(S(=O)(=O)N4CCCC4)cc32)cc1
→ 4 | -1 | 37 | 5 | 3 | 82 | -2 | 0.6 | 5
> COc1ccc(NC(=O)CCCn2nc(C)c3c(C)n(-c4ccccc4)nc3c2=O)cc1
→ -5 | 1 | 15 | 4 | -2 | 79 | 0 | 0.8 | 6
> COc1cc2cc(C(=O)N3CCc4ccccc4C3)[nH]c2cc1OC
→ -3 | -5 | 9 | 3 | 0 | 89 | 5 | 0.7 | -13
> O=c1[nH]c2ccccc2nc1-c1cccs1
→ 5 | -1 | 2 | -8 | 4 | 109 | 0 | 2.5 | -3
